# High-throughput results: PubChem BioAssay, several laboratories
# LRH-1 inv ag: suppresses constitutive activity of human LRH-1. inhibition, % at 3.6 µM. 360,000 tested, 0.13% active. HEK293T StAR-luciferase reporter, LRH-1 transfected, 24 h;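 active = inhibition above the mean inhibition of all tested compounds plus 3 SD, cut at about 73% in these data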;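 also: 0% = DMSO wells and 100% = reporter-only cells lacking LRH-1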
# Target sequence (O00482 whole entry, looked up): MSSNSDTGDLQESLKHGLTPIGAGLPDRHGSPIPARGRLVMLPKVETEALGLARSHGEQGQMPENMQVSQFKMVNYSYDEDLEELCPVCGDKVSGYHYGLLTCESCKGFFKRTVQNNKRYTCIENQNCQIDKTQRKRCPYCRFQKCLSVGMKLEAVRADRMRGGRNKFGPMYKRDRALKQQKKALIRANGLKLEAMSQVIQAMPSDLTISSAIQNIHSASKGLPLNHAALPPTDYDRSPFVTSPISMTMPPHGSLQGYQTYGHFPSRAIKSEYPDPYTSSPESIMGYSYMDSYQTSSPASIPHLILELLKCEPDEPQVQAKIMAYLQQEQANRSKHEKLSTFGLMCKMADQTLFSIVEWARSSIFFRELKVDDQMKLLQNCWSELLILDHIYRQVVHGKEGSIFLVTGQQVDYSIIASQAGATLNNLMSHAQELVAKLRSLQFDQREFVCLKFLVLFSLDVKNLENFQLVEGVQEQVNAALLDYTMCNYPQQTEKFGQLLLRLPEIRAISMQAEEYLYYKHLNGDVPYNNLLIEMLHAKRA
# NCOA1 inh: inhibitors of human steroid receptor coactivator 1 (SRC1) | HEK293 GAL4-SRC1 luciferase reporter, luminescence | 360,000 tested, 0.12% active | Q15788 | inhibition, % at 3.6 µM;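 active = inhibition above the campaign mean plus 3 SD, with each screening campaign given its own cutoff, cut at about 60% in these data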;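 also: 0% = DMSO treated cells and 100% = gossypol at 36 µM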
# NR2F2 inh: blocks human COUP-TFII nuclear receptor. 370,000 tested, 0.7% active. inhibition, % at 8.6 µM. HEK293T NGFI-A luciferase reporter, luminescence. AID 686940. P24468;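 active = inhibition above a per-plate cutoff, mean inhibition of test wells between control levels plus 3 SD, cut at about 38% in these data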;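 also: cells cotransfected with COUP-TFII expression vector driving the NGFI-A reporter; 0% = median of COUP-TF2 test wells and 100% = reporter-only cells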
# Target sequence (P24468 whole entry, looked up): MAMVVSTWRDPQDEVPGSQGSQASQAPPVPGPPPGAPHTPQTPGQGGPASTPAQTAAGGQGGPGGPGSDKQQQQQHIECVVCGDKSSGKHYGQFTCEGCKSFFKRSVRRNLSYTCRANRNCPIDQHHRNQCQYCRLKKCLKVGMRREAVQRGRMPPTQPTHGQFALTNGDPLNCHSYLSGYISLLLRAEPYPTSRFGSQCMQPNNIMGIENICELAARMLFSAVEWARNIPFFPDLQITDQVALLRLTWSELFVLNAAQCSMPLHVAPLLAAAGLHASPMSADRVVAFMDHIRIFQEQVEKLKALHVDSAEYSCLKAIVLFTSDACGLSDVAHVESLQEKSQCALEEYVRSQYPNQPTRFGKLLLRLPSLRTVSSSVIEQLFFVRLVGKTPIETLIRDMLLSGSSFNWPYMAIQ
# TLR9-MyD88 block: inhibitors of human TLR9-MyD88 binding; inhibition, % at 4.98 µM; AID 504734; CHO BLA complementation TLR9-MyD88, CCF4 FRET ratio; Q9NR96+Q99836; 340,000 tested, 0.21% active;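 active = inhibition above the mean over all tested compounds plus 3 SD, cut at about 21% in these data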;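 also: 0% = DMSO only wells and 100% = clavulanate BLA inhibitor control wells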
# NOD2-RIPK2 inh: inhibitors of human NOD2-RIPK2 interaction; O43353; CHO BLA complementation NOD2-RIPK2, CCF4 ratio; inhibition, % at 4.98 µM; 360,000 tested, 0.38% active; in the data active = inhibition above about 21%;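 also: 0% = vehicle only and 100% = reference blocker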
# SRC2 inh: human SRC2 (NCOA2) inhibition; 370,000 tested, 0.17% active; inhibition, % at 9 µM; Q15596; HEK293 GAL4-SRC2 luciferase reporter, luminescence; AID 651957;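 active = inhibition above the mean inhibition of all tested compounds plus 3 SD, set per campaign, cut at about 52% in these data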;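 also: 0% = DMSO treated cells and 100% = cells given Gossypol at 36 µM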
# Vif inh: HIV Vif inhibition. HEK293T cells, Vif self-association by quenched fluorescence, imaging, 24 h. inhibition, % at 7.49 µM. 340,000 tested, 0.35% active; in the data active = inhibition above about 50%, passing the limit was not always enough; also: some results filed as inactive read as strong as hits
# TROY NFkB inh: blocks TROY-dependent signaling in reporter cells. Q293 LMP1-TROYcd NF-kB luciferase reporter, 4 h. inhibition, % at 10 µM. 360,000 tested, 0.98% active. AID 1347056;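 active = compounds whose plate-normalised and pattern-corrected inhibition of the luciferase reporter signal at the single screening dose is 50% or more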
# EBV LMP1 NFkB: inhibitors of Epstein-Barr LMP1-induced NF-kappaB reporter. LMP1-induced NF-kappaB luciferase reporter cells, luminescence. inhibition, % at 12.5 µM. 350,000 tested, 0.69% active. AID 504558; in the data active = inhibition above about 41%;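 also: 0% = neutral control wells and 100% = reference inhibitor control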
# TRAIL sens C8: sensitizes caspase-8 expressing cells to TRAIL. NB7+C8 cells + TRAIL, ATPlite viability luminescence. inhibition (viability loss, TRAIL sensitization), % at 10 µM. 360,000 tested, 1% active. AID 624354;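 active = compounds causing at least 50% loss of cell viability in the single-dose screen, relative to plate controls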
# SRC3 inh: human NCOA3 inhibition. inhibition, % at 3.6 µM. HEK293 GAL4-SRC3 luciferase reporter, luminescence. 360,000 tested, 0.17% active. Q9Y6Q9;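 active = inhibition above a per-campaign cutoff, the mean of all compounds plus 3 SD, cut at about 60% in these data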;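 also: 0% = DMSO-treated cells and 100% = gossypol-treated cells at 36 µM; higher means less SRC3-driven luciferase light from the GAL4 reporter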
# * hit, by the source's call; i = inactive; x = no result given. Not all compounds are listed (hit frequency here may not be typical).
1: CN1CCc2c(sc3c2C(=O)NC(c2ccc(-c4cccc(Cl)c4)o2)N3)C1 (centres undefined)
2: CC(C)(C)c1ccc(-c2nnc(SCC(=O)Nc3sc4c(c3C#N)CCCC4)o2)cc1
3: CNC(=O)N(O)C1N(/N=C/c2cccs2)C(=S)SC1(C)C (centres undefined)
4: O=C(CCC(=O)N1CCOc2ccccc21)Nc1ccccc1Cl
5: COc1ccccc1N1CCN(CC(=O)NC(=O)NCc2ccccc2)CC1
6: COc1ccc(N2C(=S)NC3c4cc(Cl)ccc4OC2(C)C3C(=O)N(C)C)cc1 (centres undefined)
7: COc1ccccc1N1CCN(C(=O)/C=C/c2ccc(C)cc2)CC1
8: Cc1ccc(C)c(S(=O)(=O)Nc2ccccc2C(=O)Nc2ccccc2N2CCOCC2)c1
assay / entry	1	2	3	4	5	6	7	8
LRH-1 inv ag	-23	-19	-15	13	0	3	3	-3
NCOA1 inh	5	-5	0	9	-9	1	6	1
NR2F2 inh	x	10	-9	-9	-9	3	3	4
TLR9-MyD88 block	2	-4	-3	0	-1	4	-6	10
NOD2-RIPK2 inh	-3	0	-5	4	-4	-5	3	-7
SRC2 inh	x	4	12	13	19	-9	15	4
Vif inh	i	-3	-12	10	20	3	5	2
TROY NFkB inh	-14	-1	-7	0	-6	10	6	-2
EBV LMP1 NFkB	-4	-1	-2	6	-7	-30	-4	-8
TRAIL sens C8	-2	13	3	-17	-14	0	-7	10
SRC3 inh	-4	9	21	7	-9	9	-15	-1

9: O=C(Nc1nnc(S(=O)(=O)N2CCCC2)s1)c1ccccc1F
10: Cc1ccc(C(=O)O/N=C2\CCCc3ccccc32)cc1
11: CC1C(=O)N2CCCc3cc(NC(=O)C4CCCCC4)cc1c32 (centres undefined)
12: O=C(CCN1C(=O)c2ccc([N+](=O)[O-])cc2C1=O)Nc1ccc(O)cc1C(=O)O
13: CC(C)(C)NC(=O)NC(=O)CN1CCN(C(c2ccccc2)c2ccccc2)CC1
14: O=C(CSc1nnc2scc(-c3ccc(F)cc3)n12)NCc1ccco1
15: O=C(/C=C/c1ccccc1)N/C(=C/c1ccccc1)C(=O)NCCCO
16: CC(C)CC(=O)NCCc1ccncc1
assay / entry	9	10	11	12	13	14	15	16
LRH-1 inv ag	-4	-3	26	10	9	-2	22	0
NCOA1 inh	2	-5	-12	9	4	-51	-10	9
NR2F2 inh	-8	-2	-22	-23	-4	-12	19	7
TLR9-MyD88 block	9	8	-2	-17	12	-4	-2	0
NOD2-RIPK2 inh	-5	-4	7	-10	-2	0	-13	-4
SRC2 inh	4	-7	-22	3	1	11	-2	-2
Vif inh	x	9	4	-16	-5	0	x	-2
TROY NFkB inh	-31	9	6	6	5	-1	2	10
EBV LMP1 NFkB	-3	-10	2	1	-13	-17	-45	13
TRAIL sens C8	7	32	3	-2	2	-9	10	3
SRC3 inh	-8	-8	-5	3	18	10	-21	19

17: COC(=O)CCc1c(C)[nH]c(C(=O)OCc2ccccc2)c1C
18: O=C(CSc1nnc(CNC(=O)c2ccccc2)o1)Nc1nccs1
19: Cc1ccc(C(=O)OCC(=O)Nc2cccc(S(=O)(=O)N3CCCCC3)c2)s1
20: Cc1cc(Oc2cccc3c2S(=O)(=O)N(C2CCCC2)CC(COCc2ccccc2)O3)cc(C)c1C (centres undefined)
21: CC(C)C[C@H]1CN=C(Nc2ccccc2)N1CCCC1CCCCC1
22: O=C(NCc1cccs1)C1CCCN(C(=O)Nc2ccc(F)cc2)C1 (centres undefined)
23: CCC(C)(C)NC(=O)CN(C(=O)CCC(=O)Nc1nccs1)c1ccc2c(c1)OCCO2
24: CCCn1c(SCC(=O)Nc2nnc(CC)s2)nnc1-c1ccco1
assay / entry	17	18	19	20	21	22	23	24
LRH-1 inv ag	-14	-7	6	-4	17	-12	-2	-25
NCOA1 inh	-5	-18	-3	6	1	-11	8	-18
NR2F2 inh	13	-6	11	3	-8	-5	-6	3
TLR9-MyD88 block	-12	-13	-4	0	-9	-8	0	-5
NOD2-RIPK2 inh	5	-6	-1	8	0	1	4	0
SRC2 inh	13	6	4	6	14	-20	-5	6
Vif inh	-1	x	9	-3	-2	1	32	-1
TROY NFkB inh	-17	-3	23	4	-10	5	52*	2
EBV LMP1 NFkB	-2	1	-8	14	2	-9	4	-5
TRAIL sens C8	-11	-10	-9	-1	28	3	-7	-9
SRC3 inh	-17	3	-3	-3	-2	33	2	2

25: O=C(/C=C/c1cccs1)c1ccc(NC(=O)c2cccc(Br)c2)cc1
26: CC(=O)NC1C(OCCOc2ccc(Cl)cc2C)OC(CO)C(O)C1O (centres undefined)
27: O=C(CSc1nnc2ccccn12)NC(=O)Cc1ccccc1
28: CCCc1ccc(-c2cc(C(=O)NC3=NCCS3)c3ccccc3n2)cc1
29: Cc1ccc(C)c(N2CCN(S(=O)(=O)c3ccc4c(c3)C(C)(C)C(=O)N4C)CC2)c1
30: CCOC(=O)c1[nH]c2ccccc2c1NC(=S)Nc1cc(C)ccc1C
31: O=C(O)C1CCCN1c1ncnc2c1oc1ccccc12 (centres undefined)
32: COc1ccc(NC(=O)CN(C)C2CCCCC2)cc1Cl
assay / entry	25	26	27	28	29	30	31	32
LRH-1 inv ag	-18	8	-11	-70	30	-4	-18	5
NCOA1 inh	-31	3	-9	-63	-26	-60	-11	4
NR2F2 inh	-25	19	-1	-25	11	6	-32	-16
TLR9-MyD88 block	3	-10	0	-5	2	2	1	4
NOD2-RIPK2 inh	-5	-3	-8	-6	-1	-7	9	1
SRC2 inh	-21	-43	0	-38	1	11	-20	23
Vif inh	-4	7	-3	-3	-3	-1	15	-5
TROY NFkB inh	-55	-13	0	-39	3	1	-24	0
EBV LMP1 NFkB	-20	-2	6	-11	-2	-7	-16	1
TRAIL sens C8	10	-8	-4	72*	0	7	1	20
SRC3 inh	-3	2	-13	-46	9	-49	-23	13

# Of the compounds above, 7 contain two or more sulfur atoms:
2: CC(C)(C)c1ccc(-c2nnc(SCC(=O)Nc3sc4c(c3C#N)CCCC4)o2)cc1
3: CNC(=O)N(O)C1N(/N=C/c2cccs2)C(=S)SC1(C)C (centres undefined)
9: O=C(Nc1nnc(S(=O)(=O)N2CCCC2)s1)c1ccccc1F
14: O=C(CSc1nnc2scc(-c3ccc(F)cc3)n12)NCc1ccco1
18: O=C(CSc1nnc(CNC(=O)c2ccccc2)o1)Nc1nccs1
19: Cc1ccc(C(=O)OCC(=O)Nc2cccc(S(=O)(=O)N3CCCCC3)c2)s1
24: CCCn1c(SCC(=O)Nc2nnc(CC)s2)nnc1-c1ccco1
assay / entry	2	3	9	14	18	19	24
LRH-1 inv ag	-19	-15	-4	-2	-7	6	-25
NCOA1 inh	-5	0	2	-51	-18	-3	-18
NR2F2 inh	10	-9	-8	-12	-6	11	3
TLR9-MyD88 block	-4	-3	9	-4	-13	-4	-5
NOD2-RIPK2 inh	0	-5	-5	0	-6	-1	0
SRC2 inh	4	12	4	11	6	4	6
Vif inh	-3	-12	x	0	x	9	-1
TROY NFkB inh	-1	-7	-31	-1	-3	23	2
EBV LMP1 NFkB	-1	-2	-3	-17	1	-8	-5
TRAIL sens C8	13	3	7	-9	-10	-9	-9
SRC3 inh	9	21	-8	10	3	-3	2

# Next results:
33: COc1cccc2c(=O)n(CC(=O)Nc3cccc(F)c3)ccc12
34: Cc1ccccc1-c1n[nH]nc1C1=CC(=O)CC(C)(C)C1
35: CCS(=O)(=O)N1CCC(C(=O)Nc2cc([N+](=O)[O-])ccc2C)CC1
36: CSc1ccccc1NC(=O)CN(C)C(=O)c1ccc(-n2cccn2)cc1
37: Cc1onc(-c2ccccc2Cl)c1C(=O)NCc1nnnn1-c1ccc(F)c(F)c1
38: CC(=O)c1ccc(N2CCN(C(=O)[C@H](C)NC(=O)c3ccccc3Cl)CC2)cc1
39: Cc1csc(NC(=O)COc2ccc3c(C)cc(=O)oc3c2)n1
40: Cc1cc(NC(=O)CCCN2C(=O)/C(=C/c3cccs3)SC2=S)no1
assay / entry	33	34	35	36	37	38	39	40
LRH-1 inv ag	-17	11	7	0	14	-18	-1	7
NCOA1 inh	-13	5	-3	-39	-21	-16	-34	-20
NR2F2 inh	9	10	-1	1	10	-18	-2	14
TLR9-MyD88 block	-2	-4	-6	-4	1	-2	9	-3
NOD2-RIPK2 inh	-8	6	0	9	-14	-13	-7	6
SRC2 inh	22	-16	-7	7	14	-33	-22	1
Vif inh	12	-3	9	1	-13	2	17	-6
TROY NFkB inh	-15	-11	18	-9	-7	10	-28	-2
EBV LMP1 NFkB	0	37	-2	5	8	2	-12	-1
TRAIL sens C8	16	7	-9	11	-2	-8	3	7
SRC3 inh	0	-2	12	24	-9	-44	-29	1

41: Cc1cccc(NC(=O)NNC(=O)c2cc(-c3ccccc3Cl)nc3ccccc23)c1
42: CC(O)(c1cccnc1)c1nc(-c2ccc3c(c2)OCO3)cs1 (centres undefined)
43: O=C(NC1CCCCC1)N1CCN(S(=O)(=O)c2ccc(F)cc2)CC1
44: COc1ccc(NC(=O)CN2C(=O)N(C)Cc3ccccc32)c(C)c1
45: CCOc1ccc(CNC(=O)Nc2ccccc2)cc1
46: COc1c2ccccc2nn1C(C)C
47: CN1CCN(C(=S)c2cn(CCOc3ccccc3F)c3ccccc23)CC1
48: Clc1ccc(SCCCN2CCCCC2)cc1
assay / entry	41	42	43	44	45	46	47	48
LRH-1 inv ag	-1	27	5	6	-42	-4	9	-17
NCOA1 inh	8	-13	-93	-3	-33	x	-9	2
NR2F2 inh	x	-7	-3	-2	-29	-1	2	4
TLR9-MyD88 block	6	x	-1	2	-1	x	8	-2
NOD2-RIPK2 inh	5	-24	-2	-1	-2	-13	1	-3
SRC2 inh	x	-22	-36	-7	-35	1	-16	12
Vif inh	-6	-8	-3	2	-2	x	-3	-5
TROY NFkB inh	37	-11	-5	16	-35	1	-30	1
EBV LMP1 NFkB	1	x	-1	8	-5	x	0	0
TRAIL sens C8	-6	10	-5	0	-5	11	4	4
SRC3 inh	5	-11	13	-13	-41	x	-15	-23

49: COc1cc2c(cc1OC)C(c1cc3cc4c(cc3[nH]c1=O)OCO4)N(C(=O)C(C)C)CC2 (centres undefined)
50: CC(C)[C@H](NC(=O)c1ccco1)C(=O)Nc1ccc(OC(F)F)cc1
51: Cc1cc(NC(=O)CSc2nnc(CNC(=O)c3ccc(C(C)(C)C)cc3)o2)no1
52: CC1CCN(C(=O)c2ccc(NC(=O)c3cccs3)cc2)CC1
53: CCC[C@H]1CN(c2ccccc2)C(=O)[C@@H]1CC(=O)Nc1ccccc1
54: CCCCCCN1C=CC=C/C1=C/C=C(C#N)C#N
55: COc1ccc(C(=O)Nc2ccc(NC(=O)c3cnccn3)cn2)cc1
assay / entry	49	50	51	52	53	54	55
LRH-1 inv ag	6	14	-14	-17	14	-19	9
NCOA1 inh	-6	-25	-17	-11	7	-4	-1
NR2F2 inh	4	14	-10	-2	-1	-4	-4
TLR9-MyD88 block	4	-3	2	7	-1	6	2
NOD2-RIPK2 inh	-10	-12	-6	-18	-2	10	1
SRC2 inh	-20	18	-11	-12	-17	21	6
Vif inh	x	-3	-5	16	3	-15	-8
TROY NFkB inh	-8	-11	9	-49	-16	-36	16
EBV LMP1 NFkB	-10	-2	-6	-1	-8	-5	5
TRAIL sens C8	-3	6	-5	4	6	1	13
SRC3 inh	14	1	17	-60	-8	10	-3
